Source: PubChem (several laboratories)
FAS-TE inh: FAS thioesterase domain inhibitors, primary screen, biochemical, fluorescence intensity, uHTS. Fatty acid synthase (Homo sapiens), P49327. 360,000 compounds, 0.67% hits. inhibition, % at 15 µM. AID 602261, 2012. recombinant FAS-TE, OMFH fluorogenic substrate, fluorescence endpoint;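 active means compounds whose normalised, plate-corrected inhibition of enzyme fluorescence in the single-dose primary screen is 50% or more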;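 further: 0% = DMSO with enzyme and 100% = substrate without enzyme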
CSN deneddyl inh: inhibitors of CSN-mediated cullin deneddylation, primary screen, biochemical, fluorescence polarization, uHTS; 360,000 compounds, 0.38% hits; Purified CSN, SCF-Nedd8-OG deneddylation; AID 651999, 2013; COP9 signalosome complex subunit 5 (Homo sapiens), Q92905; inhibition, % at 12.5 µM;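 active means pattern-corrected inhibition above about 35%, with an unprinted fluorescence ratio check between 0.5 and 1.5, limit read from the data, passing the limit was not always enough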;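 further: 0% = enzyme with substrate and 100% = substrate without enzyme; some results filed as inactive read as strong as hits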
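Assay system: HEK293T-derived human Csn5 enzyme; quantity: 0.24 nM enzyme; medium: Tris/NaCl/DTT buffer, pH 7.5; also added: substrate SCFSkp2-Nedd8OG, 10 nM; doses: 12.5 µM compound; schedule: 90 min reaction at room temperature; signal: FP; read-out: % inhibition of substrate cleavage by Csn5; benchmarks: substrate-only high control, full reaction low control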
Rpn11 inh: Rpn11 (PSMD14) deubiquitinase inhibitors, primary screen, biochemical, fluorescence polarization, uHTS; human 26S proteasome, Ub4-pepOG fluorescence polarization; 20S core pre-blocked with epoxomicin; calls only at 20 µM; AID 588493, 2011; 26S proteasome non-ATPase regulatory subunit 14 (Homo sapiens), O00487; 360,000 compounds, 0.59% hits;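 active means inhibition at 20 µM, scaled to each plate's controls, above about 33%, limit read from the data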
MT1-MMP act inh: blockers of MT1-MMP proenzyme processing, primary screen, HT1080 RFP-PRO-GFP cells, GFP/RFP fluorescence; Matrix metalloproteinase-14 (Homo sapiens), P50281; GFP/RFP ratio fluorescence, overnight; percent of plate control window, DMSO zero; GFP/RFP ratio change, % at 20 µM; 360,000 compounds, 0.061% hits;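 active means GFP/RFP ratio change of at least 30% with cell ATP level not reduced by more than half and red fluorescence within 50% of control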; further: strong numbers were not always called active
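Assay system: HT1080 RFP-PRO-GFP cells | Dosing: 20 µM single dose, 1% DMSO | Incubation: Cells overnight before dosing, compound overnight, 37 °C, 5% CO2 | Evaluation: GFP/RFP fluorescence ratio | Control set: DMSO-only wells and HT1080 RFP-L50D-GFP cell wells as references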
MLLE-PAM2 inh: inhibitors of PABP1 MLLE–PAM2 peptide binding, primary screen, biochemical, fluorescence polarization, FITC-PAM2, GST-MLLE; Polyadenylate-binding protein 1 (Homo sapiens), P11940; inhibition, % at 20 µM; 360,000 compounds, 0.36% hits; AID 588489, 2011; in the data active means inhibition above about 35%, passing the limit was not always enough;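 further: plate controls were DMSO wells with GST-MLLE for no effect and wells lacking GST-MLLE protein for full effect; some results filed as inactive read as strong as hits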
MsrA act: bovine MsrA enzyme activators, primary screen, biochemical, absorbance, HTS. Methionine sulfoxide reductase A (Bos taurus). purified bovine MsrA, absorbance read-out. activation, % at 10.6 µM. 360,000 compounds, 0.3% hits. AID 602163, 2012; in the data active means activation above about 7.5%;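 further: 0% = vehicle and 100% = reference activator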
eLon inh: inhibitors of E. coli Lon protease, primary screen, biochemical, fluorescence polarization. P0A9M0. purified E. coli Lon protease. inhibition, % at 7.94 µM. 360,000 compounds, 0.42% hits. AID 602123, 2011; in the data active means inhibition above about 13%, passing the limit was not always enough;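 further: 0% = enzyme with probe and DMSO and 100% = no enzyme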
Rin1-Abl PPI inh: inhibitors of Rin1-Abl protein binding, primary screen, biochemical, TR-FRET; AID 588664, 2011; inhibition, % at 7.35 µM; Tyrosine-protein kinase ABL1 (Homo sapiens) + Ras and Rab interactor 1 (Homo sapiens), …; 360,000 compounds, 0.4% hits; in the data active means inhibition above about 5%, passing the limit was not always enough
MsrA inh: bovine MsrA enzyme inhibitors, primary screen, biochemical, absorbance, HTS; purified bovine MsrA, absorbance read-out; 360,000 compounds, 0.75% hits; inhibition, % at 15.5 µM; in the data active means inhibition above about 4.5%;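 further: 0% = vehicle wells with enzyme and 100% = reference inhibitor wells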
* marks the source's active call; other numbers are inactive results; i = inactive; . = not tested or not shown. Rows were taken by chance; about 3.7% have a hit in one of these screens.

SMILES	FAS-TE inh	CSN deneddyl inh	Rpn11 inh	MT1-MMP act inh	MLLE-PAM2 inh	MsrA act	eLon inh	Rin1-Abl PPI inh	MsrA inh
CCN(CC)CCN(C(=O)CCS(=O)(=O)c1ccccc1)c1nc2cc(OC)c(OC)cc2s1	-2	6	i	4	6	-2	-3	2	-0.1
COc1cccc(-c2n[nH]nc2C2=CC(=O)C[C@H](c3ccc(F)cc3)C2)c1	-41	3	i	-2	0	-3	-4	-1	0.7
FC(F)(F)C(F)(F)c1nc2nc(Cl)c(Cl)nc2[nH]1	-5	0	i	-4	-5	-5	6	3	4.0
COc1cccc(C(O)c2nccn2Cc2ccccc2)c1OC (stereo not given)	-6	5	i	1	-3	-2	5	-2	12*
N=C1/C(=C/c2cccn2Cc2ccc(F)cc2)C(=O)N=C2SC=CN12	5	10	i	-4	-15	-2	11	0	2.5
CCCCCc1cc(O)c2c(C)cc(=O)oc2c1	4	3	i	-5	8	-3	2	-4	1.8
CC(=O)N1CCN(C(=O)CCN(c2ccccc2)S(=O)(=O)c2ccc(C)cc2)CC1	-8	-1	i	-2	3	-4	-6	2	0.0
CC(C)(C)C(=O)NC(=S)Nc1cccc(C(=O)O)c1	-3	1	i	0	18	0	3	0	0.9
O=C(CCCC(=O)NCC1CCCO1)NCC1CCCO1 (stereo not given)	0	2	i	-1	11	1	0	-3	0.7
Cc1ccc(S(=O)(=O)N(CC(=O)c2ccccc2)C(=O)N2CCN(C)CC2)cc1	-7	-1	i	1	-2	-3	-8	0	1.0
C[C@H]1CCC[C@]2(C)C[C@H]3OC(=O)C(CN4CCCCCC4)[C@H]3C=C12 (stereo not given in full)	-1	2	i	-23	-4	-1	3	1	-1.1
Cc1ccc(S(=O)(=O)NC(=O)NCC2CCN(S(=O)(=O)c3ccccc3)CC2)cc1	-1	5	i	-2	-3	-6	2	-2	-0.1
O=C(CSc1c[nH]c2ccccc12)NC1CCCC1	-5	-1	i	-1	34	-3	-4	3	0.6
O=C(Nc1cccc(O)c1)c1cnn2cccnc12	-7	8	i	5	2	-3	-1	-7	0.4
Cn1c(/C=C/c2cccc(Br)c2)nc2ccccc2c1=O	19	-5	i	.	5	-2	0	1	0.7
CCCC1CC(C)(C(=O)CSc2n[nH]c(-c3ccccc3)n2)OC1=O (stereo not given)	-7	1	i	4	9	3	1	0	-0.5
O=c1[nH]c(CCl)nc2cc(-c3ccc(F)cc3)sc12	1	7	i	1	-10	-3	9	0	-0.9
CCc1ccc2c(CC(=O)Nc3nnc(C4CC4)s3)coc2c1	-5	0	i	1	-21	-9	0	0	1.6
CC(=O)C1=C(C)OC(N)=C(C#N)C1c1cc([N+](=O)[O-])ccc1Cl (stereo not given)	5	1	i	0	0	1	-3	-1	0.0
O=C1CNC(=O)/C1=C/c1ccc(Br)cc1	-6	0	i	-2	-6	-1	-2	1	-0.8
COc1cc(NC(=O)c2ccnnc2)cc(C(=O)Nc2cccc(C(F)(F)F)c2)c1	5	0	i	4	-14	0	-4	4	0.7
O=C(Nc1ccc(F)cc1)C(c1ccccc1)N1CCN(S(=O)(=O)c2ccccc2)CC1 (stereo not given)	39	-4	i	-3	16	-5	-6	-1	0.8
Cc1nc2c(-c3ccccc3)cnn2c(N2CCOCC2)c1C	7	4	i	-4	-9	-5	2	-1	-0.5
COCC(=O)N1CCN(c2cccc(Cl)c2)CC1	-4	3	i	-1	-13	-1	0	-6	-0.1
COC(=O)CCC(=O)N1CCCC(CO)(Cc2ccccc2F)C1 (stereo not given)	1	2	i	17	-2	-10	6	1	0.3
CCOC(=O)CCSc1nc(-c2ccc3c(c2)OCO3)cc(C(F)(F)F)c1C#N	41	-3	i	2	-5	-5	-5	3	1.4
COc1ccc(-c2ccc3c(c2)S(=O)(=O)c2cccc(C(=O)NC4CC4)c2C3=O)cc1OC	-13	16	.	-17	-30	-2	11	-1	2.3
C[C@@H](CN1C2=NC[C@H](Cc3ccc(O)cc3)N2C[C@H]1Cc1ccc(O)cc1)NC(=O)CCC1CCCCC1	-4	5	i	-3	5	0	-5	2	-1.1
Cc1nc2ccccn2c1P(=Nc1ccccc1)(N(C)C)N(C)C	-11	8	i	-1	12	-2	1	-3	0.3
CNC(=O)C1CC(=O)N(Cc2ccccc2)C(=Nc2ccc(OC)cc2)S1 (stereo not given)	-4	7	i	-1	9	-2	2	-1	-1.3
CCc1[nH]nc(C(=O)N2CCCC(CCC(=O)N3CCN(c4ccccn4)CC3)C2)c1C (stereo not given)	-6	-11	i	2	3	-3	-6	1	-0.5
CNc1c(NS(=O)(=O)c2cc(NC(C)=O)ccc2C)c(=O)oc2ccccc12	-7	3	i	3	19	-4	6	-2	0.2
Cc1cccc(C)c1OCC(O)Cn1nnc2ccccc21 (stereo not given)	-4	1	i	-1	-6	-4	11	-1	1.2
CCOc1ccc(S(=O)(=O)N2CCCCC2)cc1NC(=O)CN1C(=O)NC(C)(C2CC2)C1=O (stereo not given)	-8	-4	i	0	-33	0	-7	-2	-1.0
Cn1cc(/C=C(\NC(=O)c2ccccc2)C(=O)NCCCN2CCOCC2)c2ccccc21	-5	-4	i	1	10	-6	-17	-4	6.8*
NNC(=O)c1ccc(COc2ccc3ccccc3c2)o1	0	0	i	-6	-23	1	-6	-5	-1.5
CC[C@H](C)[C@@H](C(=O)NCCCCCCCCCCC(=O)N1CCN(C(=O)OC(C)(C)C)CC1)n1cc(CCCCCNC(=O)OC(C)(C)C)nn1	9	-2	i	8	-8	0	-5	4	0.1
CC(NC(=O)Cn1cc(C(F)(F)F)ccc1=O)c1ccc(F)cc1 (stereo not given)	1	3	i	-2	0	-4	0	0	0.0
CCCc1nc2cc3c(cc2[nH]1)n(C)c(=O)n3C	-8	5	i	3	0	0	-3	-1	0.2
COc1ccc(CNC(=O)C(C)N(Cc2ccccc2OC)C(=O)c2snc(C(N)=O)c2N)cc1 (stereo not given)	4	-3	i	1	-10	-1	-2	-3	1.0
Cn1c(C(=O)NCCN2CCOCC2)cc2c(=O)n3ccccc3nc21	-5	1	i	2	5	-4	0	-9	3.8
CNc1nc(OCCNC(=O)Nc2ccccc2)nc(N2CCOCC2)n1	-3	-4	i	1	5	-3	-5	-3	-1.8
CN1CCN(C(=O)c2cc(-c3ccccc3)on2)CC1	-8	1	i	-1	-4	-5	-4	2	0.5
COc1ccc(OCC(=O)N/N=C(\C)c2cc3ccccc3o2)cc1	5	3	i	2	3	-3	-2	0	2.6
Cn1ncc2c(Nc3ccc(O)cc3)nc(Cl)nc21	-1	-1	i	4	14	0	-3	1	0.1
CCc1ccccc1-n1c(SCC(=O)c2c(N)n(C3CC3)c(=O)[nH]c2=O)nnc1N1CCOCC1	-11	-2	i	-4	-20	3	5	4	0.0
CCN(CC)CCSc1nnc2c3cc(C)ccc3n(Cc3ccccc3)c2n1	8	2	i	-4	10	-1	-8	-11	-0.7
CCn1c(COc2ccccc2)nnc1SCC(=O)NCc1ccco1	-2	-12	i	3	-16	-13	-5	4	0.6
CC(=O)N(C)c1ccc(NC(=O)C(F)(F)F)cc1	-7	5	i	5	-13	-4	10	1	0.6
CCOC(=O)C1=C(N)Oc2cc(O)ccc2C1c1cccc([N+](=O)[O-])c1 (stereo not given)	21	-1	i	-14	2	2	-1	1	-1.0
CCOC(=O)c1cn(CC)c2cc(F)c(F)cc2c1=O	-2	0	i	0	0	-3	-1	0	-0.4
COc1ccc(OC)c(NC(=O)CSc2nnc(NC(=O)c3ccco3)s2)c1	-6	-2	i	2	14	-12	1	0	-0.3
O=C(Nc1ccc(OC(F)(F)F)cc1)NC1CCC(Oc2ccc(C(=O)O)cc2)CC1 (stereo not given)	-7	3	i	4	-7	-5	-10	2	-0.9
CCOC(=O)c1nn(-c2ccc3c(c2)OCCO3)cc1O	-6	-3	i	3	-12	-6	-4	1	1.9
CCCCn1c(=N)c(S(=O)(=O)c2ccc(Br)cc2)cc2c(=O)n3cccc(C)c3nc21	28	-1	i	1	2	-2	-8	0	1.8
Cc1ccc(N2CC(C(=O)OCC(=O)c3ccc(F)cc3)CC2=O)cc1 (stereo not given)	0	3	i	0	-5	-1	1	-2	0.8
CCOC(=O)c1c(C)n(C)c2c(C)cc(O)c(OC(=O)CC)c12	-10	-1	i	7	-3	-2	-11	-1	0.3
COc1cc(C(=O)N(Cc2ccccc2)c2cccc(C)c2)ccc1OCC(=O)N1CCOCC1	2	1	i	0	-1	-2	2	-1	1.1
C=C(C)CSc1nnc(-c2ccc(OC)c(OC)c2)n1N	-7	0	i	1	15	-10	-9	0	1.2
Cc1ccc(C)c(NC(=O)CN(C)C(=O)C2=NNC(=O)CC2)c1	-9	-4	i	1	-54	-3	0	-3	-0.7

An excerpt from above, reduced to eLon inh, MLLE-PAM2 inh and CSN deneddyl inh.
structure,eLon inh,MLLE-PAM2 inh,CSN deneddyl inh
N=C1/C(=C/c2cccn2Cc2ccc(F)cc2)C(=O)N=C2SC=CN12,11,-15,10
CCOC(=O)c1c(C)n(C)c2c(C)cc(O)c(OC(=O)CC)c12,-11,-3,-1

Carrying on:
SMILES	FAS-TE inh	CSN deneddyl inh	Rpn11 inh	MT1-MMP act inh	MLLE-PAM2 inh	MsrA act	eLon inh	Rin1-Abl PPI inh	MsrA inh
O=S(=O)(Nc1nc2ccccc2nc1NCc1ccco1)c1cccs1	-2	1	i	-21	-15	-6	-7	2	3.0
CC(=O)Oc1ccc(-c2cccc(C(=O)NCCO)c2)cc1	-6	-4	i	4	11	-2	-7	0	0.9
O=C(CSc1nc2ccccc2n1CC(=O)N1CCCC1)N1CCN(C(=O)c2ccco2)CC1	-7	0	i	-1	10	-1	13	5	-0.8
CCOc1ccc(CCN2C(=O)C(=O)N([C@@H](CC(C)C)CN3CCC[C@H]3CN3C(=O)C(=O)NC[C@@H]3CC(C)C)C[C@@H]2Cc2ccccc2)cc1	3	3	.	2	.	-6	-5	.	1.2
COc1cc(NC(=O)CSc2nc(C3CC3)nc3ccccc23)cc(OC)c1	1	0	i	-2	0	-4	7	-1	1.6
COc1ccc(N2CCN(C(=O)[C@@H](NC(=O)c3cc(OC)cc(OC)c3)C(C)C)CC2)cc1	-2	-2	i	-12	-13	-6	2	0	1.8
CC1C(=O)O[C@@H]2C[C@@H](C)[C@@H]3CCC(=O)[C@@]3(C)[C@@H](O)[C@H]12 (stereo not given in full)	-7	1	i	4	-46	-2	-4	-1	0.4
